KDM5B inh – inhibitors of human KDM5B histone demethylase | AID 1347165 | KDM5B demethylase, FDH-coupled NADH fluorescence (FDH is formaldehyde dehydrogenase) | 220,000 compounds, 2.6% hits | Potency, µM (highest dose often 57.7 µM), for inactives: top-dose activity change, negative = inhibition, most hits filed as inhibitors | Q9UGL1; active = well fitted inhibition curve with a large enough effect; inconclusive = small, poorly fitted or top-dose-only effect; inactive = no such curve, though single readings can be large or run the other way; also: 0% is about no effect; nearly all actives have a fitted effect of over 70% in size
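KDM5BΔAP (200 nM final) in 50 mM HEPES pH 7.5, 0.01% Tween-20 was preincubated 10 min at RT with compound over a concentration range. Substrate mix (H3K4me3 12.5 µM, α-KG 25 µM, Fe²⁺, ascorbate, NAD⁺, FDH) was added, and NADH fluorescence change over 30 min gave dose-response curves.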
The depositor's hits bear a star; u = inconclusive; [ ] = remark or other dose. Potency is read from the fitted curve at half-maximal effect. An excerpt; the hit share may differ from the screen's.

SMILES	KDM5B inh
CCn1nnc2cc(C(=O)Nc3nc(-c4ccc(NC(=O)C(C)(C)C)cc4)cs3)ccc21	-18%
CC(C)(C)n1c(=O)[nH]c2cccnc21	u
Cn1cccc1C(=O)NCC1Cn2cccc2C(=O)N1Cc1ccccc1 (stereo unspecified)	-5%
COC(=O)c1ccc(Cl)cc1NC(=O)N1CC(C)Oc2ccc(C)cc21 (stereo unspecified)	u
CC1(CNc2ccccc2)COc2ccc(C(=O)NC3CCC(O)CC3)cc2N1 (stereo unspecified)	u
Cc1ccc(NC(=O)Cc2ccc(-c3ccccc3)cc2)nc1	0%
COc1cc(C(=O)NCC(c2cccs2)S(=O)(=O)c2ccc(F)cc2)cc(OC)c1OC (stereo unspecified)	u
CC(=O)N1CC2(CCCCN2C2COC2)Cc2ccccc21 (stereo unspecified)	8%[149 µM]
CO[C@@H]1COCC[C@H]1NC(=O)COc1cccc(-n2cnnn2)c1	-1%
CCOC(=O)N1CCN(c2nc(C)c3c(n2)CC(/C=C/c2ccccc2)CC3=O)CC1 (stereo unspecified)	11%
COCCNC(=O)Cn1c(-c2cccs2)cc2cc(Cl)ccc21	u
O=c1c2ccccc2oc2cc(OCc3cccc(F)c3)cc(O)c12	-23%
O=C(CC1CCCCN(Cc2ccccc2)C1=O)N1CCc2ccccc2C1 (stereo unspecified)	-14%
COc1ccc(NC(=O)NCCc2c(C)nn(C)c2C)c(OC)c1	-3%
CCc1ccc(NC(=O)COC(=O)CCCC2=NS(=O)(=O)c3ccccc3N2)cc1	-6%
O=C1C=C(c2ccccc2)CC(c2ccc(Br)cc2)C1 (stereo unspecified)	11%
Cc1cccc(C)c1-c1cc(C(=O)N2CCOCC2)c2cnn(C)c2n1	10%[115 µM]
COCCCNC(CC(=O)Nc1cc(C)cc(C)c1)C(=O)O (stereo unspecified)	9%
Cc1cc(C)c(S(=O)(=O)N2CCCC2c2nc3ccccc3[nH]2)c(C)c1 (stereo unspecified)	3%
O=S(=O)(Nc1nc2ccccc2nc1NCC1CCCO1)c1ccc(F)cc1 (stereo unspecified)	u
COc1cccc(-c2ncc3c(n2)OCCN(c2ccccc2)C3=O)c1	28µM*
COc1ccc(CNC(=O)c2cccc3cn[nH]c23)cc1	1%
Cc1c(Cl)c(CSc2nccn2C)nc2ccccc12	7%
Cc1nc(N2CCC(NC(=O)c3ccc(C)s3)CC2)cc(C(F)(F)F)n1	6%
Cn1c(=O)ccn(CC(=O)Nc2nccs2)c1=O	8%
O=[N+]([O-])c1cccnc1NCCc1c[nH]c2ccccc12	0%
CCc1ccccc1NC(=O)N1CCC(CN2CCc3ccccc3C2)CC1	-2%
O=C(NCCc1cnc(-c2ccccc2)[nH]1)c1ccc(Br)cc1	-17%
CC(C)Sc1nnc(-c2nn(Cc3ccccc3)c(=O)c3ccccc23)o1	13%
O=C(NCc1ccccc1F)C1CCN(C(=O)Nc2ccc(F)cc2)CC1	25%

Retrieved one by one from above, four records:
SMILES	KDM5B inh
CC(C)Sc1nnc(-c2nn(Cc3ccccc3)c(=O)c3ccccc23)o1	13%
COc1ccc(CNC(=O)c2cccc3cn[nH]c23)cc1	1%
Cc1nc(N2CCC(NC(=O)c3ccc(C)s3)CC2)cc(C(F)(F)F)n1	6%
CCc1ccccc1NC(=O)N1CCC(CN2CCc3ccccc3C2)CC1	-2%

Other records.
SMILES	KDM5B inh
CCOc1ccccc1NC(=O)c1c(NCc2cccs2)sc2c1CCC(C)C2 (stereo unspecified)	-28%
COc1ccc(-c2nocc2CCC(=O)O)cc1	6%
Cc1ccc(-c2cc(C(=O)NCc3ccccc3Cl)c3ccccc3n2)cc1C	-39%
CCCN(CCC)C(=O)Cn1c(SCc2cccc(C(F)(F)F)c2)nc2cccnc21	u
Clc1ccc2c(NN=C3CCCCC3)ccnc2c1	-25%
CN(C)C(=O)[C@@H]1CN(Cc2c(F)cccc2Cl)C[C@H]1CO	23%
CCCc1nnc(N2C(=O)c3oc4ccc(F)cc4c(=O)c3C2c2ccc(C(=O)OC)cc2)s1 (stereo unspecified)	20%
Cc1cc(=O)n(CC(=O)Nc2ccc(Br)cc2F)c(N2CCC(C)CC2)n1	-18%
COc1cccc(NC(=O)Cn2nc3c4ccccc4n(Cc4cccc(F)c4)cc-3c2=O)c1	-6%
COCCCNC(=O)CCN(CC(C)C)C(=O)c1cc(C)oc1C	-14%
Cc1ccccc1CCNC(=O)c1ccc2c(c1)c(C)c(C)n2Cc1ccccc1	u
COc1ccc(-c2noc(C(=O)O)c2[C@@H](C)NC(=O)c2cccn2C)cc1	40µM*
CN(C)CCN(Cc1ccccc1F)C(=O)c1cccc(S(C)(=O)=O)c1	1%
COc1ccc(S(=O)(=O)N2c3ccccc3OCC2CC(=O)O)cc1 (stereo unspecified)	37%
CC(=O)c1ccc(N2CCN(C(=O)CCc3ncc(-c4ccc(C)c(C)c4)o3)CC2)c(F)c1	24%
Cc1cccc(C)c1NC(=O)Cn1c(=O)cc(C(=O)N2CCCCC2)c2ccccc21	33%[activator]
CC(C)(C)c1ccc(C(=O)Oc2ccccc2CCC(=O)O)cc1	30%
COc1cccc(-c2nnc(SCC(=O)NC3CCCCC3)o2)c1	-23%
CN(CC1CCOCC1)C(=O)CC1CCCCC1	-18%
O=C(c1ccncc1)N1CCC(Cc2nc(C3CCOCC3)no2)CC1	0%

Some of the entries above in another layout:
CC(=O)c1ccc(N2CCN(C(=O)CCc3ncc(-c4ccc(C)c(C)c4)o3)CC2)c(F)c1
  KDM5B inh: 24%
COc1ccc(S(=O)(=O)N2c3ccccc3OCC2CC(=O)O)cc1 (stereo unspecified)
  KDM5B inh: 37%
Cc1ccccc1CCNC(=O)c1ccc2c(c1)c(C)c(C)n2Cc1ccccc1
  KDM5B inh: u
CN(C)CCN(Cc1ccccc1F)C(=O)c1cccc(S(C)(=O)=O)c1
  KDM5B inh: 1%

More results follow:
SMILES	KDM5B inh
Cc1cccc(CCNC(=O)CCc2c(C)nc3c4c(C)cc(C)nc4nn3c2C)c1	u
Cc1ccc(Cl)cc1N1CCN(C(=O)CCS(=O)(=O)c2ccc3c(c2)oc(=O)n3C)CC1	-18%
CCc1ccc(C(=O)N2CCC3(CC2)OCC(C(=O)N2CCCC2)N3C(=O)c2cccc(C)c2)cc1 (stereo unspecified)	2%
COC1CN(C2CCNCC2)C12CCOCC2 (stereo unspecified)	78%[activator]
CCC(=O)N1CCc2cc(Br)c(S(=O)(=O)CCC(=O)NCCc3ccccc3)cc21	-5%
O=S(=O)(NCc1ccc2c(c1)OCCO2)c1ccccc1Cl	14%
COC(=O)c1ccc(N2CCCCC2)c(NC(=O)c2ccco2)c1	-9%
Cc1ccc(C(=O)N2CCCC3(C2)NC(=O)N(Cc2cccc(Cl)c2)C3=O)cc1F (stereo unspecified)	9%
O=C(CN1CCCc2nc(C3CC3)ncc2C1=O)NCCCN1CCCC1=O	6%
CC(C)NC(=O)C1CCN(C(=O)C(C)(C)C)CC1	-8%
Cc1nc(N2CCC(C(=O)NCc3ccc(C(C)C)cc3)CC2)cc(C(F)(F)F)n1	u
Cc1ccc(CNC2C3CC4CC(C3)CC2C4)cc1 (stereo unspecified)	20%
C=CCn1nnnc1SCC(=O)Nc1ccc(C(=O)OC)cc1	42%[activator]
COCCN(CCOC)C(=O)C(C)(C)c1ccccc1	23%
COC(=O)[C@@H]1Cc2ncn(Cc3ccccc3)c2CN1S(=O)(=O)c1cccs1	-25%[86.2 µM]
Cc1nn(C)c(C)c1C(=O)N1CCCn2ccnc2C1c1ccccc1 (stereo unspecified)	-12%
COc1ccc(NC(=O)Cn2cc(S(=O)(=O)N3CCN(c4ccccc4F)CC3)c3ccccc3c2=O)cc1Cl	u
C=CCOc1ccccc1NC(=O)CN1C(=O)CNC1=O	-4%
CN(CCO)C[C@@H]1CN(C(=O)Cc2c(F)cccc2Cl)C[C@@H]1CO	14%
Cc1cc2nc(CO[C@H]3CN(C4CCOCC4)C[C@H]3F)[nH]c2cc1C	-10%[86.2 µM]
Cc1ccc(C)c(CN2C(=O)c3ccccc3S(=O)c3ccc(C(=O)N4CCN(c5cccc(Cl)c5)CC4)cc32)c1 (stereo unspecified)	u
O=C(NCc1cccc(F)c1)N1CCC(n2cnnc2C2CC2)C1 (stereo unspecified)	12%
O=C(c1ccc2oc(-c3cccc(F)c3)nc2c1)N1CCCCC1CCO (stereo unspecified)	-29%
Cc1ccn(CC(=O)NCc2cccnc2Oc2ccccc2)n1	-27%
CNCc1ccc(F)cc1	-6%[287 µM]
Cc1ccccc1-c1cn[nH]c1C1CCN(C(=O)CN2CCNC(=O)C2)CC1	-5%
Cc1cccc(C(=O)N2CCN(Cc3ccc(-c4cccc(F)c4)s3)CC2)n1	9%
CCOCCc1nn2c(=O)cc(COC(=O)c3ccco3)nc2s1	-15%
CCc1ccccc1Nc1ncnc2c1cnn2-c1ccc(C)cc1C	u
CC(C(=O)Nc1ccc(F)c(Cl)c1)N1Cc2ccccc2C1=O (stereo unspecified)	2%
COc1ccc(NS(=O)(=O)c2cc(-c3cnc(C)o3)ccc2OC)cc1	3%
COc1cc(OC)c(NC(=O)CCc2nnc(C(=O)Nc3ccc(C)cc3)s2)cc1Cl	6%
O=C(c1cc2cc(Cl)ccc2oc1=O)N1CCc2ccccc2C1	-14%
Cc1ccc(C(=O)NC(C)c2ccccc2)cc1S(=O)(=O)N1CCOCC1 (stereo unspecified)	26%
CCN1/C(=C2/SC(=S)N(C)C2=O)C=Cc2cc(C)ccc21	-1%
CCn1c(=O)cc(SCC(=O)NCCc2ccc(Cl)cc2)c2ccccc21	u
CNC(=O)CSC12CC3CC(CC(C3)C1)C2	0%
COc1cccc(-c2nnnn2[C@H]2CO[C@H]3[C@@H]2OC[C@@H]3NC(=O)c2ccc(N(C)C)cc2)c1	-5%
N#Cc1cccc(CN2CC[C@H](c3nc4ccccc4[nH]3)C2)c1	-15%[86.2 µM]
O=C(COCc1nc2ccccc2s1)N1CCN(C2CCS(=O)(=O)C2)CC1 (stereo unspecified)	29%

No new results follow: entries from further up.
SMILES	KDM5B inh
CCn1nnc2cc(C(=O)Nc3nc(-c4ccc(NC(=O)C(C)(C)C)cc4)cs3)ccc21	-18%
CC(C)(C)n1c(=O)[nH]c2cccnc21	u

Remaining list, next part
SMILES	KDM5B inh
Cc1nnc(-c2cc(-c3ccccc3Oc3ccccc3)ccn2)n1C	-6%[86.2 µM]
COc1cc(NC(=O)N2CCC(CN3CCCCCC3)CC2)cc(OC)c1OC	-23%
CC(C)(C)c1cc(C[C@@H]2CC[C@H](O)[C@@H](CN(CC3CC3)CC3CC3)O2)no1	33%[activator][86.2 µM]
Cc1onc(-c2cnn(C)c2NCc2ccc(C#N)cc2)c1C(=O)Nc1ccccc1	-3%[86.2 µM]
Cc1ccc(-c2c(CN3CCN(c4cccc(C)c4C)CC3)csc2C)cc1	u
O=C([C@H]1C[C@H](Oc2ccccc2)CN1C(=O)c1ccccc1F)N1CCOCC1	14%
O=C(Cc1ccc(Cl)cc1)N1CCc2c(nc3cc[nH]n3c2=O)C1	32µM*
COc1ccccc1-c1cnc2n[nH]c(-c3ccccc3C)c2n1	7.1µM*
CCOc1ccc(CC(=O)NCCS(=O)(=O)N2CCN(c3ccc(OC)cc3)CC2)cc1	-1%
COc1ccc(NC(=O)Cn2c(=O)n(CCCC(=O)NCc3ccccc3OC)c(=O)c3ccccc32)cc1Cl	-45%
CCOc1ccccc1NC(=O)CN1C(=O)NC(c2ccccc2OCC)C2=C1COC2=O (stereo unspecified)	-12%
CCCN(CC1CCOC1)S(=O)(=O)c1ccccc1 (stereo unspecified)	25%
COc1cccc(C(=O)N2CCN(Cc3nc(CC4CC4)no3)CC2)c1	-14%
COc1cccc2c1OCC(CNC(=O)CCc1cn3ccccc3n1)C2 (stereo unspecified)	u
C(=C\c1ccco1)/c1ccc2ccccc2n1	u
CCOc1ccc(C2(c3ccccc3OC)CCCC2)cc1	12%
O=C(CSc1nc2cc(Cl)ccc2s1)N1CCC(Cc2ccccc2)CC1	6%
c1ccc(CCN2CCNc3cc(NCc4cccnc4)ncc3C2)cc1	35µM*
O=C(C1CCCN(S(=O)(=O)c2cccc3nonc23)C1)N1CCN(c2cccc(Cl)c2)CC1 (stereo unspecified)	2%
CCCn1ncc(CNC2CC(=O)N(Cc3ccccc3C(F)(F)F)C2)c1C (stereo unspecified)	-1%
CNC(=O)[C@@H]1CN(C(=O)C2CC=CCC2)C[C@H]1c1nc(C)no1 (stereo partly specified)	-9%
CC(C)CNC(=O)C(C)Sc1cc(C(=O)NC2CC2)c2ccccc2n1 (stereo unspecified)	11%
Cc1cc(C(F)(F)F)nc(SCC(=O)c2ccccc2)n1	-25%
O=C(NCc1ccccc1)c1ccc(CN2C(=O)NC3(CCS(=O)(=O)CC3)C2=O)cc1	-22%
COc1ccc(C(=O)Nc2c(NC3CCCCC3)c3ccccc3oc2=O)cc1	11%
CC(=O)c1ccc(OCc2ccccc2Cl)cc1	-6%
COCCCNC(=O)CC(c1cc(OC)c(OC)c(OC)c1)N1Cc2ccccc2C1=O (stereo unspecified)	0%
Cc1ccc2nc(C)cc(C(=O)NCCN3CCCCC3)c2c1	u
Cc1cccc(C(=O)Nc2scc(-c3ccc(Br)cc3)c2C(=O)O)c1	u
Cc1ccccc1-c1nc(C(N)=O)c2c(n1)n(-c1ccc3c(c1)OCO3)c(=O)n2C	u
CC/C=C(/C)C(=O)NCCCN1CCCC1	1%
